STAT3 blocker = IL-6 driven STAT3 reporter inhibitors, primary screen, U3A cells, luciferase, luminescence, MLSCN library | IL-6 STAT3-luciferase reporter; host cell line lacks STAT1 | hit rate 0.89% among 190,000 | inhibition, % at 5.5 µM;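 active = inhibition above the mean inhibition across all screened compounds plus 3 SD, cut at about 44% in these data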;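 also: 0% = DMSO only wells and 100% = 100 µM nifuroxazide control wells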
ROMK mod = ROMK potassium channel modulators, primary screen, cell-based, thallium flux, MLSMR library | ATP-sensitive inward rectifier potassium channel 1 (Homo sapiens), P48048 | Tet-inducible ROMK, thallium flux fluorescence; actives lie on both sides | B-score at 10 µM | hit rate 2% among 130,000 | AID 1918, 2009;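 active = signal ratio slope over the read window, or its plate-corrected B-score, at least 3 SD from the plate mean, either direction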;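 also: B-score of the F/F0 ratio slope over 7 to 12 s after thallium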
Target sequence (P48048 whole entry, looked up): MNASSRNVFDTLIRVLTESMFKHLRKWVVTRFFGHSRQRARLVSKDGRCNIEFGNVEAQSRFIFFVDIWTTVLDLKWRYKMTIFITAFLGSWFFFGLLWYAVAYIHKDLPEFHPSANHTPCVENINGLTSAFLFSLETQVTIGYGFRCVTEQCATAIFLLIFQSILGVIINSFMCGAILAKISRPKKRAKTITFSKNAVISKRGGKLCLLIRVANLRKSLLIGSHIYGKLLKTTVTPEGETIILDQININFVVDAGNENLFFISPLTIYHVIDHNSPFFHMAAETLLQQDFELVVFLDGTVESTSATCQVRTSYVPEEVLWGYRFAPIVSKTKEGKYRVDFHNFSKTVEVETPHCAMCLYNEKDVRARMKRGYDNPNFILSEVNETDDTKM
bIAP inhibitor = bovine intestinal alkaline phosphatase inhibitors, primary screen, selectivity assay for TNAP inhibitor project, biochemical, bovine IAP, CDP-star luminescence; purified bovine IAP, 30 min; alkaline phosphatase, intestinal [Bos taurus]; AID 1019, 2008; 190,000 tested, under 10 active; inhibition, % at 20 µM;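 active = over 50% inhibition of intestinal alkaline phosphatase at 20 µM in the single-dose screen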
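Assay system – bovine IAP enzyme · Quantity – bovine IAP at 1/65,000,000 final dilution · Detection – CDP-star luminescence signal · Times – 30 min reaction at room temperature · Also added – CDP-star substrate at 30 µM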
PPARg SRC-2 ag = agonists of PPARg-SRC-2 recruitment, primary screen, biochemical, HTS | activation, % at 8 µM | hit rate 0.34% among 200,000 | AID 1032, 2008 | PPARgamma LBD-SRC-2 recruitment; in the data active = activation above about 22%;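 also: 0% = vehicle and 100% = reference agonist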
Target sequence (P37231 whole entry, looked up, the tested form may be a part): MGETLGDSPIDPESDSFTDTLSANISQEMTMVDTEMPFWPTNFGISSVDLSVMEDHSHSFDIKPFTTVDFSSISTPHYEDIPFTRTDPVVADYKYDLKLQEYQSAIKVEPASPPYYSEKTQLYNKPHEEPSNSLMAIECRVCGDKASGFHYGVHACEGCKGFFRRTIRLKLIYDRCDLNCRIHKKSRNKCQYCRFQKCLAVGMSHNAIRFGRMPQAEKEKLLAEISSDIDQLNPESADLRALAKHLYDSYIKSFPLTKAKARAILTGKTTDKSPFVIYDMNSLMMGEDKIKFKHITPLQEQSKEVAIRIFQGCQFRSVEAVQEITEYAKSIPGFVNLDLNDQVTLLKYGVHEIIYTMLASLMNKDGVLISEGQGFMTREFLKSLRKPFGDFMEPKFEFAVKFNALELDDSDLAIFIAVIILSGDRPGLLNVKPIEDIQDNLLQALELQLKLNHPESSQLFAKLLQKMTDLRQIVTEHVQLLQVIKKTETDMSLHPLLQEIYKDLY
STAT3 activator = IL-6 driven STAT3 reporter potentiators, primary screen, U3A cells, luciferase, luminescence, MLSCN library; IL-6 STAT3-luciferase reporter; 100% = signal with IL-6 EC80 alone; activation (% of control), % at 5.6 µM; hit rate 0.91% among 190,000; AID 871, 2007;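 active = activation above the screen-wide mean of compound activation plus 3 SD, cut at about 130% in these data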;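 also: 0% = background luminescence of wells with medium and substrate only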
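Test system: STAT3-luciferase reporter U3A cells; Detection: reporter luminescence signal; Times: 1 h compound pre-exposure, 6 h IL-6 stimulation, 37 °C; Benchmarks: IL-6-only high control; Also added: IL-6 stimulus at 33 ng/mL final.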
TNAP act hi DEA = TNAP activators at high phosphate acceptor level, primary screen, biochemical, luminescence, uHTS | activation factor at 20 µM | purified TNAP, CDP-star luminescence, 1 M DEA, 30 min; active compounds read high; 0 = EDTA background, 1 = DMSO-only activity | 200,000 tested, under 10 active | Alkaline phosphatase, tissue-nonspecific isozyme (Homo sapiens), P05186 | AID 1136, 2008;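 active = activation factor at least 2 at 20 µM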
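Test system – human TNAP · Doses – 20 µM single point · Incubation – 30 min, room temperature · Signal – luminescent substrate turnover signal · Read-out basis – activation factor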
PPARg SRC-1 ag = PPARgamma agonists recruiting SRC-1 coactivator, primary screen, biochemical | hit rate 0.41% among 200,000 | activation, % at 8 µM | Peroxisome proliferator-activated receptor gamma (Homo sapiens), P37231 | PPARgamma-SRC-1 coactivator recruitment biochemical assay; in the data active = activation above about 19%;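 also: 0% = DMSO and 100% = reference agonist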
SRC2 TRFRET art = TR-FRET signal artefacts, primary screen, artefact control for PPARgamma SRC-2 agonist project, biochemical; TR-FRET artefact counter-screen; active compounds read high; AID 1049, 2008; hit rate 0.4% among 200,000; TR-FRET ratio at 8 µM; in the data active = TR-FRET ratio above about 2000; also: inactives centre near 1500
PPARg SRC-3 ag = PPARgamma agonists recruiting SRC-3 coactivator, primary screen, biochemical; hit rate 0.26% among 200,000; biochemical PPARgamma/SRC-3 coactivator recruitment assay; AID 731, 2007; Peroxisome proliferator-activated receptor gamma (Homo sapiens), P37231; activation, % at 8 µM; in the data active = activation above about 23%;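 also: 0% = DMSO and 100% = reference agonist; some compounds past the cut are filed as inactive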
bIAP act = bovine intestinal alkaline phosphatase activators, primary screen, biochemical, bovine IAP, CDP-star luminescence; alkaline phosphatase, intestinal [Bos taurus]; activation factor at 20 µM; purified bovine IAP, 30 min; active compounds read high; fold of DMSO-control signal, blank-subtracted; hit rate 0.17% among 200,000;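 active = activation factor of 2 or more at 20 µM, a signal rise over negative controls twice the positive control's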
STAT1 inh = STAT1 signaling inhibitors, primary screen, cell-based, HTS, luciferase reporter; NIH 3T3 STAT1-luciferase reporter, IFN-gamma, luminescence; inhibition, % at 5.5 µM; hit rate 0.35% among 200,000; AID 920, 2007;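 active = inhibition above a set limit, the mean inhibition across all tested compounds plus 3 SD, cut at about 34% in these data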;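 also: 0% = IFN-gamma with DMSO and 100% = IFN-gamma with 300 µM nifuroxazide; values of inactives mirror those of a sister screen read the other way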
Active calls of the source: *; / = not tested or not shown.

SMILES | STAT3 blocker | ROMK mod | bIAP inhibitor | PPARg SRC-2 ag | STAT3 activator | TNAP act hi DEA | PPARg SRC-1 ag | SRC2 TRFRET art | PPARg SRC-3 ag | bIAP act | STAT1 inh
CCCn1c(N2CCN(CC(=O)c3c(C)n(C)c4ccc(OC)cc34)CC2)nc2c1c(=O)[nH]c(=O)n2C | 2 | / | -14 | 4 | 102 | 1 | -13 | 1448 | -7 | 1.1 | -2
COc1ccc(NC(=O)Nc2cc(C)ccc2F)cc1OC | 0 | -0.37 | -2 | -1 | 104 | 1 | -3 | 1577 | -4 | 1 | -18
CCNc1nc(N)nc(Oc2ccc(OCCOc3ccccc3)nn2)n1 | -4 | / | 9 | 2 | 106 | 1.1 | -2 | 1534 | -11 | 0.9 | -2
NC(Cc1ccc(Oc2ccc(O)cc2)cc1)C(=O)O (stereo unspecified) | 14 | / | -4 | 6 | 90 | 1 | 7 | 1518 | 4 | 1 | 6
COc1ccccc1C(=O)Nc1nnc(-c2ccc3c(c2)CCCC3)o1 | 15 | / | -20 | 2 | 91 | 1 | 4 | 1823 | 14 | 1.2 | 0
N#C/C(=C/c1cc[nH]c1)C(N)=S | -4 | 0.86 | 24 | -8 | 109 | 1 | -8 | 1705 | 1 | 0.8 | -1
CCn1c(SCC(=O)N/N=C/c2ccc(O)c(OC)c2)nc2ccccc21 | -5 | / | 5 | 0 | 105 | 1.1 | 1 | 1459 | 4 | 0.9 | 9
COc1cccc(NC(=O)Cn2c(CCC(=O)O)ccc2-c2ccc(C)cc2)c1 | 3 | -0.75 | -5 | 3 | 103 | 1 | -7 | 1607 | -6 | 1 | 4
CCOc1cc(NC(=O)c2cccs2)c(OCC)cc1NC(=O)c1cccnc1 | 10 | 0.16 | -1 | 9 | 97 | 1.1 | 10 | 1570 | 4 | 1 | 6
O=C(N/N=C/c1cc(Br)cs1)c1ccccc1[N+](=O)[O-] | -1 | -0.41 | 1 | 4 | 99 | 1 | 2 | 1501 | 5 | 1 | 8
O=C(CSc1nnc(-c2ccc(Cl)s2)o1)N1CCCc2ccccc21 | 6 | / | 6 | 3 | 97 | 1.1 | 2 | 1178 | -9 | 0.9 | 0
COc1ccc(C2C(C(C)=O)=C(O)C(=O)N2CCc2c[nH]c3ccccc23)cc1 (stereo unspecified) | -4 | 0.48 | -12 | 0 | 108 | 1 | 0 | 1280 | 4 | 1.1 | -11
CC1CCCCC1NC(=O)C1CCN(S(=O)(=O)c2ccc(-n3cnnn3)cc2)CC1 (stereo unspecified) | -12 | -0.25 | -14 | 5 | 109 | 1.1 | -2 | 1414 | -8 | 1.1 | -4
O=C(c1ccccc1)c1c(O)cc(-c2ccccc2)oc1=O | 16 | 1.4 | 12 | -5 | 88 | 1 | 6 | 1649 | 4 | 0.9 | 1
CCn1cc(CN(C)C(=O)/C=C/c2ccc([N+](=O)[O-])cc2)c(C)n1 | 6 | / | 12 | 4 | 94 | 1 | 10 | 1535 | 4 | 0.9 | 6
COc1cccc(CNC(=O)c2cnc(-c3ccccn3)nc2C(F)(F)F)c1 | 6 | / | 2 | 11 | 97 | 1.1 | 8 | 1611 | 13 | 1 | 0
COc1ccc2nc(SCC(=O)Nc3c(C)cccc3C)[nH]c2c1 | -4 | / | -5 | -2 | 107 | 1 | 0 | 1571 | 1 | 1 | 16
O=C(CCCCn1c(=O)[nH]c2ccccc2c1=O)NC1CCN(Cc2ccccc2)CC1 | 1 | -0.076 | 17 | 8 | 99 | 1 | 7 | 1531 | 5 | 0.8 | 6
NS(=O)(=O)c1ccc(NC(=O)C2CCCO2)cc1 (stereo unspecified) | -7 | 1.4 | 9 | 2 | 106 | 1 | -3 | 1585 | 2 | 0.9 | 2
Cn1cc(CN2CCN(Cc3ccccc3)CC2)c(-c2cccc(Cl)c2)n1 | 16 | -0.13 | -3 | 9 | 95 | 1 | -4 | 1570 | -2 | 1 | 1
NC(=O)/C(=C/c1ccc2c(c1)OCO2)NC(=O)c1ccco1 | 20 | 1.3 | -1 | 3 | 87 | 1.1 | 10 | 1617 | 0 | 1 | -2
Cc1cccc2sc(NNC(=O)c3ccc4c(c3)OCCO4)nc12 | -19 | 0.11 | -8 | 5 | 116 | 1 | -5 | 1411 | 4 | 1.1 | -7
O=S(=O)(NC1CC1)c1ccc2c3c(cccc13)CC2 | 12 | 1 | 10 | 5 | 99 | 1 | 11 | 1715 | -3 | 0.9 | 5
CCCC(=O)c1cn(CC(=O)OC)c2ccccc12 | -14 | -0.05 | 7 | -5 | 114 | 1.1 | 2 | 1445 | -3 | 0.9 | 0
CC1CCCCN1S(=O)(=O)c1ccc(N(C(=O)c2cnccn2)C(C(=O)NC2CCCCC2)c2cccs2)cc1 (stereo unspecified) | 6 | / | 4 | 3 | 98 | 1 | 0 | 1510 | -3 | 1 | 8
Nc1cc(-c2cccc(Br)c2)nn1Cc1ccccc1 | 9 | -1 | 9 | 10 | 96 | 1 | 2 | 1621 | 5 | 0.9 | -10
O=C(Nc1ccc(N2CCN(C(=O)c3ccco3)CC2)cc1)c1ccco1 | 8 | 0.0017 | 11 | 0 | 98 | 1.1 | -3 | 1736 | -2 | 0.9 | -6
Cc1nn(-c2ccccc2)c(C)c1/C=C/C(=O)OC(C)C(N)=O (stereo unspecified) | -3 | 0.49 | 18 | 12 | 100 | 1 | 0 | 1573 | 5 | 0.8 | 8
COc1ccc(/C=N/NC(=O)c2nn(-c3ccc(C)c(C)c3)c(=O)c3ccccc23)cc1 | 0 | / | 6 | 10 | 105 | 1.1 | 10 | 1757 | 8 | 0.9 | 7
CCOC(=O)c1cc(CC)sc1NC(=O)c1ccc([N+](=O)[O-])c(N2CCOCC2)c1 | -7 | 0.14 | 5 | -2 | 109 | 1 | 0 | 1499 | -4 | 0.9 | -8
Cc1cc(C)c(NC(=O)/C=C\C(=O)O)c([N+](=O)[O-])c1 | -2 | 0.055 | 4 | -7 | 102 | 1.1 | 6 | 1471 | -2 | 1 | -10
O=C(c1ccco1)N1CCN=C1SCc1ccccc1Cl | 15 | / | 2 | -3 | 92 | 1 | -3 | 1561 | -8 | 1 | -4
COc1ccccc1NS(=O)(=O)c1cc(C(=O)NCCC(C)C)ccc1F | -4 | 1.4 | -6 | 7 | 103 | 1 | 4 | 1580 | 5 | 1.1 | 4
COc1ccc(NC(=O)Cn2c(-c3ccccc3)cn(-c3ccc(C)cc3)c2=O)cc1 | 3 | 0.23 | 17 | 5 | 97 | 1.1 | 0 | 1515 | 3 | 0.8 | -3
O=C(COc1ccc(CO)cc1Cl)Nc1ccc(F)cc1 | 32 | 0.14 | 5 | 3 | 78 | 1 | -2 | 1465 | -12 | 0.9 | -39
CC(C)(C)c1ccc(NC(=O)NCc2ccco2)cc1 | -10 | 0.022 | 2 | 0 | 109 | 1 | 2 | 1373 | 6 | 1 | -28
Cc1ccc(Oc2ncnc(N)c2[N+](=O)[O-])cc1C | 7 | -0.7 | -9 | -1 | 100 | 1 | -1 | 1494 | 3 | 1.1 | -1
CCc1nnc(NC(=O)CSc2nnc(-c3ccccc3O)n2-c2ccc(C)cc2C)s1 | -1 | / | -31 | -2 | 101 | 1 | 2 | 1618 | 4 | 1.3 | -1
Cc1oc2c(cc(NS(=O)(=O)c3cccs3)c3ccccc32)c1C(=O)OC(C)C | -60 | -1.4 | -31 | -3 | 154* | 1 | -8 | 1324 | 1 | 1.3 | -1
COc1ccc(CCN2C(=O)N(c3ccc(OC)cc3)C(=O)C2CC(=O)Nc2ccccc2)cc1 (stereo unspecified) | -6 | 0.035 | -8 | -5 | 106 | 1 | 1 | 1854 | 4 | 1.1 | 2
CCCCOC(=O)c1ccc(NC(=O)c2ccccc2OC)cc1 | 16 | 0.012 | 7 | 4 | 88 | 1.1 | 4 | 1653 | 4 | 0.9 | -3
O=C(COc1ncnc2ccccc12)NCc1ccc2c(c1)OCO2 | 0 | / | 4 | 2 | 104 | 1 | -4 | 1438 | -6 | 1 | 0
CCNC(=O)CN(CCc1ccccc1)S(C)(=O)=O | -8 | 0.58 | 21 | -2 | 107 | 1 | -8 | 1461 | 4 | 0.8 | -4
CCC(=O)Nc1cccc(NC(=O)CSc2nnnn2Cc2ccccc2)c1 | 10 | / | 11 | -4 | 97 | 1 | -10 | 1320 | -4 | 0.9 | 2
CCOC(=O)C1C(=O)C=C(c2ccc([N+](=O)[O-])cc2)CC1c1ccccc1 (stereo unspecified) | 7 | / | 32 | 1 | 97 | 1 | 2 | 1385 | 3 | 0.7 | -8
COc1cc(NC(=O)c2ccnn2C)c(OC)cc1Cl | 16 | / | 6 | 7 | 87 | 1 | 2 | 1466 | 0 | 0.9 | -5
Cc1csc(NC(=O)CSc2nc3ccccc3s2)n1 | 9 | / | 12 | -3 | 96 | 1 | 0 | 1374 | 14 | 0.9 | 4
CCOC(=O)C(=O)Nc1ccccc1C(=O)OC | 5 | 0.0017 | -2 | -7 | 100 | 1 | 3 | 1627 | -1 | 1 | -11
COc1ccc(CN(CC(=O)NC2CCCC2)C(=O)c2onc(C(N)=O)c2N)cc1 | -1 | / | 4 | 6 | 104 | 1.1 | -4 | 1611 | 6 | 1 | -8

One compound at a time (already shown). Values in the order: STAT3 blocker	ROMK mod	bIAP inhibitor	PPARg SRC-2 ag	STAT3 activator	TNAP act hi DEA	PPARg SRC-1 ag	SRC2 TRFRET art	PPARg SRC-3 ag	bIAP act	STAT1 inh
CCCCOC(=O)c1ccc(NC(=O)c2ccccc2OC)cc1 as listed: 16	0.012	7	4	88	1.1	4	1653	4	0.9	-3
Cc1csc(NC(=O)CSc2nc3ccccc3s2)n1 as listed: 9	/	12	-3	96	1	0	1374	14	0.9	4
CCOC(=O)C1C(=O)C=C(c2ccc([N+](=O)[O-])cc2)CC1c1ccccc1 (stereo unspecified) as listed: 7	/	32	1	97	1	2	1385	3	0.7	-8
CCOC(=O)c1cc(CC)sc1NC(=O)c1ccc([N+](=O)[O-])c(N2CCOCC2)c1 as listed: -7	0.14	5	-2	109	1	0	1499	-4	0.9	-8
